Bioassay records deposited in PubChem by several laboratories.
ASAP1 inh = ASAP1 ArfGAP inhibition; Q9ULH1; ASAP1-stimulated ARF1 GTP hydrolysis, GDP FP detection; inhibition, % at 16.5 µM; hit rate 0.19% among 360,000; AID 624377; in the data active means inhibition above about 25%;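 further: 0% = vehicle with enzyme and substrate and 100% = no enzyme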
Target sequence (Q9ULH1 325-724 limits assumed): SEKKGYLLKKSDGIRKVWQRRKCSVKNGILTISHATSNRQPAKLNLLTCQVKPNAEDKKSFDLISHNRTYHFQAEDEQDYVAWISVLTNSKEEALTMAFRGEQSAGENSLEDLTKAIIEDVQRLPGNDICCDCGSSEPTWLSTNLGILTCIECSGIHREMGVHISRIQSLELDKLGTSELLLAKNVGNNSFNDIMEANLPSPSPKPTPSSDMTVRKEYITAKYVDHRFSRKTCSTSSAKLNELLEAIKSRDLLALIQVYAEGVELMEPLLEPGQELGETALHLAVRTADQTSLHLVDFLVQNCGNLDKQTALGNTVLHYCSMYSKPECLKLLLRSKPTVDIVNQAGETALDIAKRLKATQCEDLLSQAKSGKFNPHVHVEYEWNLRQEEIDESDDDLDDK
GC-B act = GC-B (human) receptor activation; HEK293-GC-B cells, CNP EC30, cGMP TR-FRET; 0% at EC30 CNP, 100% saturating CNP; activation, % at 10 µM; hit rate 0.11% among 370,000; AID 1920062;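 active means activation at 10 µM reaching about 35% in either raw or pattern-adjusted values, limit read from the data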
rCAG binder = r(CAG) repeat RNA binding | hit rate 1.3% among 370,000 | TO-PRO-1 dye displacement fluorescence | inhibition, % at 3 µM | AID 651821;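 active means inhibition above the plate cutoff, the mean of all test compounds on that plate plus 3 SD, cut at about 35% in these data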;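 further: 0% = DMSO alone and 100% = 100 µM mitoxantrone as full dye displacement; higher means more dye released from RNA so lower well fluorescence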
GC-A act = GC-A (human) enzyme activation; P16066; HEK293 GC-A cells, cGMP TR-FRET, EC30 ANP; 0% at EC30 ANP, 100% saturating ANP; activation, % at 10 µM; hit rate 0.14% among 370,000; in the data active means activation above about 40%
HTRA1 inhibitor = inhibitors of human serine peptidase HTRA1; Q92743; recombinant HTRA1, FP-rhodamine activity-based probe, fluorescence polarization; inhibition, % at 5.96 µM; hit rate 0.5% among 340,000; in the data active means inhibition above about 36%;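 further: 0% = enzyme with DMSO and 100% = wells lacking enzyme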
ARFGAP1 inhibitor = rat ARFGAP1 inhibition; inhibition, % at 16.5 µM; Arfgap1-stimulated ARF1 GTP hydrolysis, GDP FP detection; Q62848; hit rate 0.26% among 360,000; AID 651572;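 active means inhibition above a per-plate limit, mean inhibition of low control wells plus 3 SD, cut at about 25% in these data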;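 further: 0% = DMSO wells with enzyme and 100% = wells lacking Arfgap1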
Target sequence (Q62848 1-136 limits assumed): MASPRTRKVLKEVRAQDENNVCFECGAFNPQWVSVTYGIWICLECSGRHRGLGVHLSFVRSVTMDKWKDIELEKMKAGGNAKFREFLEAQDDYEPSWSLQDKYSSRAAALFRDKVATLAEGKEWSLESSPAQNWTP
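Replicates: Single well per compound | Assay system: Truncated rat Arfgap1 GAP domain | Control set: No-Arfgap1 wells (100%) versus DMSO full-reaction wells (0%) | Times: Enzyme reaction 120 min at 25 °C after 20 min preincubation | Reagent: Human ARF1(Δ1-17)-GTP substrate | Measured by: Tracer-displacement fluorescence polarization with EDTA stop, 620/688 nm | Measure: Percent inhibition of Arfgap1-stimulated GTP hydrolysis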
PG9 Ab binder = PG9 antibody binding by small molecule; hit rate 0.43% among 360,000; inhibition, % at 6.7 µM; TR-FRET gp120-PG9 antibody binding; AID 624416; in the data active means inhibition above about 8.5%
Rev-erbA mod = Rev-erb alpha (human) modulation; hit rate 0.79% among 370,000; Rev-erbα–FITC-DNA binding, fluorescence polarization, 90 min; AID 1259318; activity, % at 10 µM; P20393;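 active means activity above about 14%, limit read from the data; passing the limit was not always enough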;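 further: 0% = DMSO wells with 35 nM protein and 100% = DMSO wells with 750 nM protein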
SMARCA2 act = SMARCA2 function activation, primary screen. MG213 cells, MMTV-luciferase reporter, dexamethasone, overnight. activation, % at 9.1 µM. hit rate 1% among 370,000. AID 652017; in the data active means activation above about 7.8%;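 further: 0% = vehicle wells and 100% = reference activator wells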
ABHD4 inh = inhibits mouse alpha/beta hydrolase domain 4; inhibition, % at 8.92 µM; Q8VD66; hit rate 0.54% among 370,000; AID 720543; purified mABHD4, FP-Rh probe fluorescence polarization;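 active means inhibition exceeding the mean over every tested compound plus 3 SD, cut at about 30% in these data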;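 further: 0% = plate median of compound wells and 100% = S159A mutant with DMSO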
Target sequence (Q8VD66 whole entry, looked up, the tested form may be a part): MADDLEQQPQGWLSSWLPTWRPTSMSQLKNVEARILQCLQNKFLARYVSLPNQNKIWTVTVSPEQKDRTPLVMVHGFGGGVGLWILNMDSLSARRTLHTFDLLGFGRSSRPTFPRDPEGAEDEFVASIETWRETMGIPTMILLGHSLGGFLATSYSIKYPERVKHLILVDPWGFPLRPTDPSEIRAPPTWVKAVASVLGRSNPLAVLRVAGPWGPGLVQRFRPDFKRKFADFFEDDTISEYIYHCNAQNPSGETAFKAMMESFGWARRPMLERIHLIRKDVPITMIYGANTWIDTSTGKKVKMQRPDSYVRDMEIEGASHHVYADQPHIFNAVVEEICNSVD
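Assay system: Wild-type mouse ABHD4 protein | Medium: HEPES pH 7.0 buffer, 150 mM NaCl, 0.01% Pluronic F-127 | Incubation: Enzyme–compound pre-incubation 45 min, then probe 60 min, both 25 °C | Technique: Fluorescence polarization with parallel and perpendicular emission, 525/598 nm | Evaluation: % inhibition of FP-Rh probe binding versus controls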
Numbers without * were called inactive; / = no result given.

The opening two records as a preview:
Results follow in this order: ASAP1 inh	GC-B act	rCAG binder	GC-A act	HTRA1 inhibitor	ARFGAP1 inhibitor	PG9 Ab binder	Rev-erbA mod	SMARCA2 act	ABHD4 inh
- COc1cccc(-c2nc(COc3ccc(Cl)cc3Cl)no2)c1
 : 2	5	1	-1	-15	5	-1.4	0	4	-7
- COc1cccc(CNC(=O)CCCc2c[nH]c3ccccc23)c1
 : 10	3	-3	1	-2	-2	1.3	-6	-1	3

Results, from the first entry:
Results follow in this order: ASAP1 inh	GC-B act	rCAG binder	GC-A act	HTRA1 inhibitor	ARFGAP1 inhibitor	PG9 Ab binder	Rev-erbA mod	SMARCA2 act	ABHD4 inh
- COc1cccc(-c2nc(COc3ccc(Cl)cc3Cl)no2)c1
 : 2	5	1	-1	-15	5	-1.4	0	4	-7
- COc1cccc(CNC(=O)CCCc2c[nH]c3ccccc23)c1
 : 10	3	-3	1	-2	-2	1.3	-6	-1	3
- COC(=O)c1cc(NC(=O)Nc2ccccc2)ccc1Cl
 : 5	-3	7	2	-29	18	-1.2	-3	4	-20
- Cc1nc(-c2ccc(C(=O)Nc3cc(S(N)(=O)=O)ccc3C)cc2)cs1
 : 7	3	-1	7	1	-14	1.4	8	0	-1
- O=C(OCCN=C1NS(=O)(=O)c2ccccc21)c1ccncc1
 : 8	1	4	1	1	7	-1.0	2	-3	4
- Cc1cccc(N2C(=O)c3ccc(C(=O)Nc4ccccn4)cc3C2=O)c1
 : 1	-1	-5	-2	-4	3	-1.3	0	-1	0
- CCOc1ccccc1C(=O)Nc1cc(OC)ccc1OC
 : -12	-4	2	-1	-18	3	-3.2	4	0	-5
- CS(=O)(=O)c1ccc(NC(=O)CCN2C(=O)C3CCCCC3C2=O)cc1 (configuration not stated)
 : 7	3	2	-2	1	12	-0.5	4	-3	6
- O=C(/C=C/c1ccc2c(c1)OCO2)NCCS(=O)(=O)N1CCN(c2ccccc2)CC1
 : -8	4	6	-8	0	0	0.2	-5	-1	0
- Cc1cccnc1CCNC(=O)C1CCC(=O)N(Cc2cccc(F)c2)C1 (configuration not stated)
 : -3	1	-7	2	4	-3	-1.4	2	0	-3
- C/C(=N/NC(=O)CSc1ccccn1)c1ccc([N+](=O)[O-])cc1
 : -6	-2	1	0	0	10	-3.0	4	3	-2
- Cn1c(=O)cc(SCC(=O)NCCC2=CCCCC2)c2ccc(Cl)cc21
 : 3	-1	3	-10	1	-1	-1.2	7	8.3*	-7
- Cc1cnc(CNC(=O)C2CCC(=O)N(Cc3ccc(Cl)cc3)C2)[nH]1 (configuration not stated)
 : -1	-3	-4	0	9	4	-2.9	1	1	-7
- O=C(COc1ccc(S(=O)(=O)N2CCCCC2)cc1)NCc1ccncc1
 : 3	5	3	0	5	19	-2.9	3	1	-4
- CCOc1ccc(N2C(=O)/C(=C/c3cccs3)N(C)C2=S)cc1
 : -3	-4	-1	0	4	12	0.3	-4	-1	6
- C=CCNC(=O)c1ccc2c(c1)N(CC)C(=O)c1ccccc1S2
 : -3	4	-6	2	3	3	0.7	1	0	-2
- CCOc1ccc(N(CC(=O)NCCc2ccccc2)C(=O)CCC(=O)Nc2cc(C)ccn2)cc1
 : 12	-3	0	-8	-8	4	-2.6	0	-3	-1
- CC(=O)OCC(=O)c1c[nH]c2ccccc12
 : 3	-5	1	5	4	3	0.3	-8	0	-5
- C[C@@H](NC(=O)[C@@H]1CCCN1C(=O)[C@@H]1CCCN1C(=O)c1ccccc1)c1ccccc1
 : 8	0	3	-3	/	1	0.4	-5	-4	-8
- CCNC(=O)CC1C(=O)N(C)C(=S)N1NC(=O)c1ccc(Cl)cc1 (configuration not stated)
 : -7	-3	1	2	-2	-8	-1.6	-3	3	0

Copied from the list.
Under PG9 Ab binder, Cn1c(=O)cc(SCC(=O)NCCC2=CCCCC2)c2ccc(Cl)cc21 shows -1.2
Under ASAP1 inh, C=CCNC(=O)c1ccc2c(c1)N(CC)C(=O)c1ccccc1S2 shows -3
Under rCAG binder, C[C@@H](NC(=O)[C@@H]1CCCN1C(=O)[C@@H]1CCCN1C(=O)c1ccccc1)c1ccccc1 shows 3
Under rCAG binder, Cc1cnc(CNC(=O)C2CCC(=O)N(Cc3ccc(Cl)cc3)C2)[nH]1 (configuration not stated) shows -4

Whole records as entered above. Screens in order: ASAP1 inh, GC-B act, rCAG binder, GC-A act, HTRA1 inhibitor, ARFGAP1 inhibitor, PG9 Ab binder, Rev-erbA mod, SMARCA2 act, ABHD4 inh
C=CCNC(=O)c1ccc2c(c1)N(CC)C(=O)c1ccccc1S2 is listed with -3, 4, -6, 2, 3, 3, 0.7, 1, 0, -2
C[C@@H](NC(=O)[C@@H]1CCCN1C(=O)[C@@H]1CCCN1C(=O)c1ccccc1)c1ccccc1 is listed with 8, 0, 3, -3, /, 1, 0.4, -5, -4, -8

Other records follow:
Results follow in this order: ASAP1 inh	GC-B act	rCAG binder	GC-A act	HTRA1 inhibitor	ARFGAP1 inhibitor	PG9 Ab binder	Rev-erbA mod	SMARCA2 act	ABHD4 inh
- CCCCNC(=O)Nc1cc(C(=O)OC)ccc1C
 : -3	5	-1	2	2	4	0.2	3	0	-3
- O=C(Nc1ccncc1)c1cc2ccccc2cc1O
 : 2	-3	18	0	3	4	-1.4	1	2	13
- Cc1cccc([C@@H]2[C@@H]3C(=O)N(C)C(=O)[C@@H]3[C@@H]3C(=O)Nc4ccccc4C(=O)N23)c1
 : -12	12	1	0	4	3	-1.5	2	1	5
- O=[N+]([O-])c1nn(-c2ccc3c(c2)OCCO3)n(O)c1=NC1CCN(Cc2ccccc2)CC1
 : 2	-6	1	-2	2	8	-2.3	6	0	9
- Cc1ccc(OCCSc2nc3ccccc3n2CC(=O)O)cc1C
 : -7	3	12	-1	7	-5	-1.7	-6	-4	3
- CN(C(=O)COC(=O)c1cc(NS(=O)(=O)c2cc([N+](=O)[O-])ccc2Cl)ccc1O)C1CCCCC1
 : -14	1	56*	5	-6	2	-0.3	-2	-3	-7
- COc1ccccc1-c1sc2cc3c(cc2c1C#CC1(O)CCCCC1)OCO3
 : 5	-2	9	0	-49	-4	-3.5	-4	1	-26
- NC(=O)c1ccccc1NC(=O)CN1CCN(Cc2ccc(Cl)cc2Cl)CC1
 : -3	1	-7	2	4	2	-0.8	4	-3	-1
- O=C(O)c1cccc(Cn2c(Cl)c(/C=N/NC(=O)c3ccccc3O)sc2=O)c1
 : 0	-1	14	0	-2	-1	-1.0	0	1	-3
- CS(=O)(=O)c1ccc2nc(NC(=O)CCNC(=O)c3ccccc3Cl)sc2c1
 : 15	-4	1	-4	7	6	0.8	-7	1	-1

Pulled one by one from the entries so far:
Results follow in this order: ASAP1 inh	GC-B act	rCAG binder	GC-A act	HTRA1 inhibitor	ARFGAP1 inhibitor	PG9 Ab binder	Rev-erbA mod	SMARCA2 act	ABHD4 inh
- COc1ccccc1-c1sc2cc3c(cc2c1C#CC1(O)CCCCC1)OCO3
 : 5	-2	9	0	-49	-4	-3.5	-4	1	-26
- O=C(Nc1ccncc1)c1cc2ccccc2cc1O
 : 2	-3	18	0	3	4	-1.4	1	2	13

(more compounds)
Molecule,ASAP1 inh,GC-B act,rCAG binder,GC-A act,HTRA1 inhibitor,ARFGAP1 inhibitor,PG9 Ab binder,Rev-erbA mod,SMARCA2 act,ABHD4 inh
Cc1ccc(C)c(C(=O)CCC(=O)Nc2cccnc2)c1,-6,-5,-4,-1,4,-4,0.0,-6,-1,4
COc1ccc(NC(=O)C2CCC(=O)N2)cc1 (configuration not stated),-8,5,-2,0,1,-9,2.2,1,-4,2
C=CCn1c(SCC(=O)N(C(C)CC)C2CCS(=O)(=O)C2)nc2ccccc2c1=O (configuration not stated),7,-3,-7,-7,5,-4,-2.7,0,-1,3
O=[N+]([O-])c1ccc(C2OCCO2)cc1CS(=O)(=O)c1ccccc1,7,4,0,-2,1,12,0.6,3,-3,-2
CCCN1CCN(CCCNC(=O)CN2C(=O)c3cccnc3Oc3ccc(C)cc32)CC1,-15,3,-4,1,-2,-3,0.4,-6,-1,-1
O=S(=O)(Cc1ccc(Cl)cc1)N1CCCCCC1,0,2,-6,2,4,3,0.1,4,-1,2
CCOc1ccc(-c2nnc3ccc(SCc4ccc(C(=O)OC)o4)nn23)cc1,1,4,8,-1,-10,9,2.5,7,-1,-1
CC(C)(C)c1ccccc1NC(=O)c1cc(-c2ccncc2)nc2ccccc12,-5,-7,11,-18,18,-6,-2.2,-1,-4,4
COc1ccc(N2CCN(CCCNC(=O)C3CCC(CNc4nc(=S)[nH]c5ccccc45)CC3)CC2)cc1 (configuration not stated),6,-5,-4,1,5,1,1.1,-1,-5,4
Nc1c(-c2ccccc2Cl)cnn1-c1cccc([N+](=O)[O-])c1,12,-1,-1,-3,2,0,-0.9,1,-1,-2
Cc1ccccc1C1=C/C(=C(\SS/C(C(=O)c2ccc(OCC(=O)O)c(Cl)c2Cl)=C2\C=C(c3ccccc3C)SS2)C(=O)c2ccc(OCC(=O)O)c(Cl)c2Cl)SS1,0,-1,14,-25,-1,-2,-2.4,-13,-3,10
Cc1noc(C)c1CSc1ccccc1C(=O)O,2,-1,2,-2,-3,-3,-1.8,1,1,1
CCOc1cc(NS(=O)(=O)c2ccc(OC)cc2)c(OCC)cc1NC(=O)c1ccco1,-3,6,3,-3,6,-4,0.1,-3,-2,10
CCOc1ccc(C(=O)OCC(=O)NC2CCCC2)cc1OCC,2,4,-6,5,2,12,-1.4,-3,0,-1
COc1ccc(CN(CC2CCC(C(=O)O)CC2)C(=S)Nc2ccccc2C)cc1 (configuration not stated),3,3,4,3,-6,-5,-0.8,1,1,-6
Cc1ccc(C)c2[nH]c(=O)c(CCNC(=O)c3ccc4c(c3)OCO4)cc12,-10,-6,-1,-5,-5,0,1.0,0,-3,10
COc1cccc(/C=N/Nc2ccc([N+](=O)[O-])cn2)c1O,14,-5,8,-1,4,10,-0.1,-2,-2,5
CCN(C)C1CN(Cc2cn(Cc3ccc(F)cc3)nn2)S(=O)(=O)C1 (configuration not stated),-6,1,2,5,/,15,1.4,-1,-3,2
Cc1ccsc1C(=O)N1CCCC(CCC(=O)NCc2ccc(F)c(F)c2)C1 (configuration not stated),2,1,-7,-4,-5,-4,-1.0,-2,2,1
CC(=O)N(CCO)Cc1cc2cc(C)cc(C)c2[nH]c1=O,-6,-4,0,5,-4,2,-0.8,1,0,-1
COCCNC(=O)C1CC2Cn3c(nc4cc(Cl)c(Cl)cc43)C2N1C (configuration not stated),2,3,-5,-2,7,-2,0.4,2,0,-4
Cc1ccc(OCC(=O)N2CCCCCCC2)cc1,9,4,-9,5,7,24,0.2,0,1,-11
NC(=O)COC(=O)c1cccc(S(=O)(=O)N2CCCCC2)c1,-4,-8,-2,3,3,0,-1.1,0,0,2
COc1ccc2[nH]c3c(c(=O)c2c1)CCCC3,-3,1,2,3,/,1,-1.5,-1,-1,-2
